Compound activity as filed in PubChem.
Runt-SMMHC FRET: Runt domain-CBFb-SMMHC interaction inhibition. 220,000 compounds, 0.74% hits. inhibition, % at 20 µM. AID 1434. Q01196+Q13951. Cerulean-Runt/Venus-CBFb-SMMHC FRET ratio 530/480, 1 h;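 active = mean inhibition across duplicate retests at 20 µM reaching about 50%, limit read from the data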;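 note: 0% = DMSO wells and 100% = wells with excess untagged CBFb-SMMHC; inhibitors lower the FRET ratio by blocking Runt binding to CBFb-SMMHC; some results filed as inactive read as strong as hits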
Target sequence (Q01196 whole entry, looked up, the tested form may be a part): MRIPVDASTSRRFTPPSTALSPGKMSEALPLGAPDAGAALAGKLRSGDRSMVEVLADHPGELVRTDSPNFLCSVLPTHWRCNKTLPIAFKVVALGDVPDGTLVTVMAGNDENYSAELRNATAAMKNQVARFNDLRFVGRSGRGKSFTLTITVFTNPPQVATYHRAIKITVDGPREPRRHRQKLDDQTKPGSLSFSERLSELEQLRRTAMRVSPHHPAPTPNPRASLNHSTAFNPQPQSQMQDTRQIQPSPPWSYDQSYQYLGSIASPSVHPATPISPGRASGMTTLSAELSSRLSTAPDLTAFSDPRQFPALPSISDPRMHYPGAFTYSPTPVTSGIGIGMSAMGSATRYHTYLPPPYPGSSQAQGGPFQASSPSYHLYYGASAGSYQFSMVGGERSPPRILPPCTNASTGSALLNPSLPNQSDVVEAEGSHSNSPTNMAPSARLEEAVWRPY
Target sequence (Q13951 whole entry, looked up, the tested form may be a part): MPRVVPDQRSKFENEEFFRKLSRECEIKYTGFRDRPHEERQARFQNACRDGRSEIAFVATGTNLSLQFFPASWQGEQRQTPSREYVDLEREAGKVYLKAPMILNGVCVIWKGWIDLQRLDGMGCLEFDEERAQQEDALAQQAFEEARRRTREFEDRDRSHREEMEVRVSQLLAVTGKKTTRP
TRPN1 ag: activates the zebrafish TRPN1 channel; HEK293 zebrafish TRPN1-YFP, Fluo-8 calcium fluorescence; 100% = response to 87 µM carbachol; 220,000 compounds, 0.18% hits; activation, % at 3 µM;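 active = activation above its plate's cutoff, the mean activation of test wells on that plate plus 3 SD, cut at about 19% in these data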;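 note: 0% = DMSO alone and 100% = 87 µM carbachol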
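Material – zebrafish TRPN1-YFP in HEK293 cells · Doses – 3 µM single point · Schedule – dye 1 h 37 °C plus 30 min RT · Signal – Fluo-8 calcium fluorescence, excitation 470-495 nm, emission 515-575 nm · Read-out – % activation versus carbachol response · Control set – carbachol high, DMSO low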
MDM2 E3 inh: Mdm2 E3 ligase (human) inhibition | cell-based MDM2 ubiquitination luciferase reporter, 2 h; 0 = plate control, 100 = twice control, blank-subtracted | Q00987 | signal enhancement, % at 5 µM | 210,000 compounds, 0.11% hits;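 active = signal enhancement of 30% or more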;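 note: luminescence tracks abundance of the self-degrading MDM2-luciferase fusion protein; higher signal means inhibition of MDM2 E3 ligase activity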
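Test system: mammalian cells stably expressing self-ubiquitinating, self-degrading MDM2 E3–luciferase fusion; Amount: 2000 cells in each well; Medium: DMEM; Schedule: 4 h settle plus 2 h compound, 37 °C; Technique: SteadyLite luciferase luminescence after 15 min room-temperature reagent incubation; Benchmarks: plate control and blank wells.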
TRPML3 agonist: activates the human TRPML3 channel. HEK293 TRPML3-YFP, Fluo-8 calcium fluorescence; 100% = the carbachol control signal. activation, % at 3 µM. 220,000 compounds, 0.29% hits;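 active = activation above its plate's cutoff, the mean activation of the plate's test wells plus 3 SD, cut at about 12% in these data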;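 note: 0% = DMSO only wells and 100% = carbachol wells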
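Test system – HEK293 line with stable expression of human TRPML3-YFP channel · Control set – carbachol 87 µM final as high control (100%), DMSO as low control (0%) · Signal – Fluo-8 calcium dye fluorescence, ex 470-495, em 515-575 nm · Incubation – 1-h 37 °C dye load, 5-s basal, 120-s post-compound reads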
NCF1 inh: p47phox (human) inhibition. inhibition, % at 24.7 µM. P14598. p47phox/p22phox peptide binding, fluorescence polarization, 2 h. 220,000 compounds, 0.53% hits;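 active = inhibition above about 30%, limit read from the data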;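 note: 0% = p47phox with labelled peptide and 100% = labelled peptide alone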
Target sequence (P14598 whole entry, looked up): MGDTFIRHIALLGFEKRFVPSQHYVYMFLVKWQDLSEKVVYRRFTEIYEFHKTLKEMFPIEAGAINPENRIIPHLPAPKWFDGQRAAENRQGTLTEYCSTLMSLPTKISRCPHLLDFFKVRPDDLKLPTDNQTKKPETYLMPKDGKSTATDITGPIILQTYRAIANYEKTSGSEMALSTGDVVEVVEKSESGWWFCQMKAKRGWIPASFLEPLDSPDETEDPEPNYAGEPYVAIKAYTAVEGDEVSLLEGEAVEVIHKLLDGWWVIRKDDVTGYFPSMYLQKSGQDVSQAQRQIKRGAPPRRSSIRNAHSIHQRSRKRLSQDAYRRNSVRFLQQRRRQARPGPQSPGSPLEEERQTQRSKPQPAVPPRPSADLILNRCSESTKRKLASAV
PPC-1+TRAIL kill: compounds killing PPC-1 cancer cells with TRAIL present (potentiator screen, no TRAIL-free arm). cell killing (% activity), % at 4 µM. PPC-1 cells + TRAIL, ATPLite viability luminescence. 220,000 compounds, 0.41% hits. AID 1443;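 active = cell killing above 50% in the first pass at 4 µM, then a duplicate retest at 5 µM averaging 50% or more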;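 note: plate controls were cells with TRAIL plus DMSO for no effect and medium-only wells lacking cells for full effect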
EBV gp42 block: inhibitors of Epstein-Barr virus glycoprotein 42 | Q1HVG2 | Fluorescence polarization binding assay, mP read-out | inhibition, % (tested at 21.74 µM) | 220,000 compounds, 0.42% hits | AID 1085; in the data active = inhibition above about 50%
CHOP inhibitor: inhibitors of CHOP induction in ER stress response; CHO-K1 CHOP-promoter luciferase, tunicamycin-induced, 15-18 h; inhibition, % at 10 µM; 220,000 compounds, 3.8% hits; AID 2732;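 active = compounds that reduced the stress-induced luciferase reporter signal by more than about 70% of percent inhibition, limit read from the data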;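 note: 0% = tunicamycin plus vehicle and 100% = wells without tunicamycin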
TNF death inh: TNF-alpha cell death inhibition in Jurkat FADD-/- cells; activation (protection from cell death), % at 10 µM; 220,000 compounds, 0.068% hits; AID 463075; Jurkat FADD-/- TNF necroptosis rescue, ATP luminescence, 24 h; 0 = TNF only, 100 = no-TNF cells;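 active = activation, meaning protection from cell death, of at least 50% relative to plate controls; inactive = activation below 50%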;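 note: necroptosis triggered by 40 ng/mL TNF-alpha added together with compound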
* hit, by the source's call; . = not tested or not shown. This is a random part of the collection. About 5.9% of those tested had a hit in this group.

SMILES	Runt-SMMHC FRET	TRPN1 ag	MDM2 E3 inh	TRPML3 agonist	NCF1 inh	PPC-1+TRAIL kill	EBV gp42 block	CHOP inhibitor	TNF death inh
CC1(C)CC(=O)c2ccc(O)cc2O1	-4	1.6	-26	0.7	13	1	-2	20	0.0
CCOC(=O)CN1CC23C=CC(O2)C(C(=O)Nc2ccc(F)cc2)C3C1=O (centres undefined)	0	0.2	3	0.8	-7	12	0	-27	-0.2
CNc1nc(-c2ccc([N+](=O)[O-])cc2)cs1	-7	-1.3	-1	-1.2	-2	-5	-14	-2	-3.5
Cc1ccc(NC(=O)CN2C(=O)C3CCCCN3C(=O)c3ccccc32)cc1 (centres undefined)	-4	0.6	-17	0.9	-5	3	-8	11	0.8
CCc1ccccc1NC(=S)N(CCCN(C)C)Cc1cc2cc3c(cc2[nH]c1=O)OCO3	-15	-1.7	-5	0.8	-11	14	-15	5	2.4
Cc1ccc(-c2nnn(CC(=O)NC3CC4CCC3C4)n2)cc1 (centres undefined)	0	0.8	-10	0.3	-13	17	-12	40	0.3
Cc1nnsc1-c1nnc(SCC(=O)c2ccccc2)n1C1CC1	-7	0.3	-4	0.0	5	-18	-4	9	2.7
CC(C)CCNC(=O)C1CCN(c2nc3ccccc3o2)CC1	0	1.3	-9	0.3	-1	12	-13	6	7.4
CC1CN(C(=O)c2ccc(N3CCCCC3)c([N+](=O)[O-])c2)CC(C)O1 (centres undefined)	-1	1.0	-2	0.8	-6	7	-10	-21	1.2
CCCCn1c(SCC(=O)NCc2ccco2)nnc1-c1ccco1	-5	-0.4	19	0.2	-12	18	-15	19	-0.5
Cc1ccccc1NC(=O)NCCc1nc2ccccc2[nH]1	-2	-0.8	-18	-1.0	-8	9	-26	-21	1.0
COc1ccc(S(=O)(=O)N2CCCC2C(=O)Nc2ccc(C(C)=O)cc2)cc1 (centres undefined)	5	1.0	-12	0.0	2	-1	2	-2	1.9
CCOc1ncccc1C(=O)OCc1nnc(-c2ccccc2)o1	2	-0.7	-15	-0.6	-3	16	-6	19	0.9
COC(=O)COn1c(SC(C)C)nc2ccccc2c1=O	0	-1.1	-11	-0.4	-3	1	-4	43	0.0
Cc1ccc(-c2nnn(CC(=O)N(CCN3CCOCC3)C(C(=O)NC(C)(C)C)c3ccc(C)o3)n2)cc1 (centres undefined)	-3	1.3	-4	0.3	1	12	-10	-1	0.8
COc1ccccc1N(CC(=O)Nc1c(C)cccc1C)S(C)(=O)=O	1	0.5	.	-1.1	-6	24	2	4	1.0
O=C(N/N=C/c1cccnc1)c1ccccc1OCc1cccc(Br)c1	1	-1.9	-4	-0.2	3	19	-2	-2	0.3
Cc1cc(C)n2nc(C(=O)NCc3cccc(C(F)(F)F)c3)nc2n1	4	0.0	-7	0.3	-5	14	-9	10	0.2
CN(C)CCOC(=O)C12CC3CC(CC(C3)C1)C2	-1	-0.8	-7	1.4	-13	14	-12	-2	0.6
S=C(Nc1ccccc1)N1CCN(C(=S)Nc2ccccc2)CC1	1	2.5	-8	0.6	4	16	-4	-2	1.0
COc1ccccc1C/C(N)=N/OC(=O)/C=C/c1ccccc1	0	-1.7	-22	-0.3	0	-3	-4	48	0.4
CC(=O)NC1=NN(C(C)=O)C(C)(CS(=O)(=O)c2ccc(C)c(C)c2)S1 (centres undefined)	1	-0.1	-10	0.7	-12	15	1	-3	-0.6
CN(C)c1cccc(C(=O)NC2CCCCCC2)c1	0	0.4	-7	-0.5	-14	-12	-1	16	-0.1
COC(=O)C1=CN(c2cccc(C)c2)C=C(C(=O)OC)C1c1cc(OC)c(O)c([N+](=O)[O-])c1	-13	-3.3	2	-1.6	-3	2	-35	6	-5.1
Cc1cccc(Cn2cnc3c(N)c(C)c(C)cc32)c1	-1	-1.1	-2	-1.2	-6	5	-5	16	-2.1
O=C(CCCc1ccccc1)Nc1cccc2c1CCCC2	-3	-0.3	-13	-0.5	-9	11	-13	63	1.7
COC(=O)C1=C(C)NC(C)=C(C(=O)OC)C1c1ccc(NC(C)=O)cc1	0	-0.5	-15	-0.2	-8	-5	-4	13	-2.1
O=C(Cn1cnc2c(nnn2Cc2ccccc2)c1=O)NCc1ccccc1Cl	-5	0.7	3	0.2	-3	7	-14	6	0.5
CSc1nnc2c3c4c(sc3c(=O)n(-c3ccccc3)n12)CC(C)(C)OC4	0	-0.4	9	0.1	-12	2	-29	6	-2.0
O=C(O)c1ccc(NCc2cccc(Br)c2)cc1	1	1.1	-11	0.4	-3	9	3	-22	-0.5
COc1ccc(OC)c(NC(=O)C2CCCN(S(=O)(=O)c3cccc4nsnc34)C2)c1 (centres undefined)	1	-0.4	-3	-0.3	2	12	19	35	-1.2
O=C(Nc1nnc(-c2cccs2)o1)c1cccc(Oc2ccccc2)c1	-4	8.9	-23	0.1	-16	11	2	84*	0.6
CC(=O)Nc1ccc(C(=O)OCc2ccc(Br)cc2)cc1	7	2.5	-2	1.1	-6	2	-10	37	1.2
Cc1cc(C)cc(NC(=O)NC(C)C2CCCO2)c1 (centres undefined)	-5	-0.3	-4	1.1	-10	6	-1	9	0.3
C=CCCC(=O)Nc1nc(C)c(-c2csc(Nc3cc(OC)ccc3OC)n2)s1	4	1.0	-3	3.0	-3	0	-7	75*	-19
Cc1ccc(NC(=O)NC(=O)N(c2ccccc2)S(C)(=O)=O)cc1	4	0.2	-6	0.3	3	3	-8	24	0.7
Cc1cccc(NCc2ccccc2OCc2ccccc2F)c1	-1	-0.1	1	0.1	-39	6	-6	47	1.2
CCOc1ccc(NC(=O)C[n+]2ccc(N(C)C)cc2)cc1	-7	2.7	-7	1.4	-13	10	-18	5	-1.4
CCOc1ccc(C(C)NC(=O)c2ccccc2F)cc1 (centres undefined)	-1	0.1	-2	0.3	3	24	6	-6	3.2
COC(=O)c1ccc(/C=N/Nc2nc3ccccc3[nH]2)cc1	-10	1.4	-2	1.1	-13	17	3	-25	16
COC(=O)C(C)Sc1ccc2nnc(CCNS(=O)(=O)c3ccc(C)cc3)n2n1 (centres undefined)	1	-0.5	.	0.3	.	-1	6	14	0.3
COC(=O)c1cc(-c2c(C)oc3cc(OC)ccc3c2=O)c(C)o1	4	0.5	-3	-0.1	6	2	-9	31	-5.8
CCN(CC)C(=O)c1sc(NC(=O)c2cccs2)c(C#N)c1C	-12	0.9	0	1.1	2	34	-20	11	0.0
CC(=O)Nc1ccc(C2=NN(c3ccccc3)C(c3cccs3)C2)cc1 (centres undefined)	55*	-0.8	-3	1.6	-10	22	-6	43	-1.5
COCCCNC(=O)c1ccc2c(c1)CCN2S(C)(=O)=O	4	-0.4	0	0.4	-7	23	-7	-1	-0.6
Cc1ccc(S(=O)(=O)c2c(N)n(CCCN(C)C)c3nc4ccccc4nc23)cc1	21	0.1	-22	1.2	-26	4	1	0	-5.8
Cc1ccc2cc3c(NC(=O)c4ccco4)nn(CC(C)C)c3nc2c1	35	-0.5	2	0.6	-15	18	-12	70*	1.1
O=C(C(=O)N1CC=C(c2ccccc2)CC1)c1c[nH]c2ccccc12	-8	0.7	-11	-0.1	-4	-1	-3	36	-0.2
COc1ccc(NC(=O)c2cccc([N+](=O)[O-])c2)cc1	1	-0.3	-22	0.9	-12	0	-6	-7	0.0
O=C(Nc1ccc(F)c(Cl)c1)c1nsc(Cl)c1Cl	1	-0.2	-12	0.3	-3	31	-2	-11	-4.3
COc1ccc(NC(=O)CSc2nc(N3CCCCC3)nc(N3CCCCC3)n2)cc1	2	0.8	0	-0.4	-5	25	-12	44	0.2
Nc1cc(=O)[nH]n1C1CCCCC1	-1	-0.7	-4	0.5	-15	7	-21	-5	0.7
Cc1cc(C(=O)CSc2nc3ccccc3[nH]2)c(C)n1Cc1ccco1	9	6.1	-52	3.4	-35	21	-3	64	-2.3
COc1cc2[nH]c(=O)n(CCC(=O)N3CCN(Cc4ccc5c(c4)OCO5)CC3)c(=O)c2cc1OC	-1	0.2	-1	0.8	9	5	-1	4	0.6
C=CCOc1cccc(/C=N/NC(=O)CN(c2cc(Cl)ccc2OC)S(=O)(=O)c2ccc(C)c([N+](=O)[O-])c2)c1	4	-0.2	-9	0.8	-14	11	-13	33	3.5
COCCN(C)Cc1cn(-c2ccc(F)cc2F)nc1-c1ccccc1C	-7	-1.7	.	0.8	-16	-14	1	-8	0.5
COc1ccc(N2CCN(C(=O)c3ccc(C)cc3)CC2)c([N+](=O)[O-])c1	-3	0.1	-6	0.9	-1	30	2	41	1.0
COc1ccc(F)cc1C(=O)C1CCCN(Cc2cn(C)c3ccccc23)C1 (centres undefined)	0	0.3	-12	0.8	-56	18	-4	25	6.1
COc1cccc(C2SCC(=O)N2c2cccc(C)c2)c1OC (centres undefined)	1	-0.9	1	-0.3	-12	-11	-3	-3	0.8
CC(C)C[C@H](NC(=O)OC(C)(C)C)c1nnc(SCc2cccc(F)c2)o1	-2	-0.8	-12	-0.8	-2	10	-9	50	-1.1
(list continues)
SMILES	Runt-SMMHC FRET	TRPN1 ag	MDM2 E3 inh	TRPML3 agonist	NCF1 inh	PPC-1+TRAIL kill	EBV gp42 block	CHOP inhibitor	TNF death inh
COc1ccc(CN(CC(=O)NC2CCCCC2)C(=O)CCCC(=O)Nc2ccccn2)cc1	.	0.6	-1	0.1	-8	.	-12	14	1.1
COc1cc2c(cc1OC)C1=C(C#N)CC/C(=N\S(=O)(=O)c3ccccc3)N1CC2	-4	1.2	-7	1.0	-27	-2	-7	-1	-1.4
Cc1onc(-c2c(F)cccc2Cl)c1C(=O)OCn1nnc2ccccc2c1=O	2	-0.2	-1	0.7	-5	3	-5	26	-0.2
Cc1cccc(Nc2nc(N)c([N+](=O)[O-])c(N3CCN(C)CC3)n2)c1	4	-0.4	-26	0.0	-3	26	-2	4	-2.4
Cc1nn2c(N3CCN(C(=O)c4ccco4)CC3)cc(C(C)(C)C)nc2c1-c1ccccc1	-6	-0.1	-3	0.9	-7	15	-11	65	0.5
COC(=O)c1ccccc1NC(=O)CSc1nccc(C)n1	.	-0.3	-5	-0.6	-7	.	-14	-3	-0.2
Cc1ccc(-n2nc3ccc(NC(=S)NC(=O)/C=C/c4ccco4)cc3n2)cc1	-10	1.3	0	0.6	-46	16	-30	8	0.6

3 compounds from above with just TNF death inh, TRPN1 ag and MDM2 E3 inh.
canonical_smiles | TNF death inh | TRPN1 ag | MDM2 E3 inh
COc1ccccc1N(CC(=O)Nc1c(C)cccc1C)S(C)(=O)=O | 1.0 | 0.5 | .
O=C(N/N=C/c1cccnc1)c1ccccc1OCc1cccc(Br)c1 | 0.3 | -1.9 | -4
Cc1cc(C)n2nc(C(=O)NCc3cccc(C(F)(F)F)c3)nc2n1 | 0.2 | 0.0 | -7
